DAGLB inhibitor: diacylglycerol lipase beta (human) inhibition; Q8NCG7; HEK293T DAGLB membrane lysate, EnzChek fluorogenic substrate; inhibition, % at 5.17 µM; actives 0.059% (n = 340,000); in the data active = inhibition above about 34%;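 also: 0% = enzyme with vehicle and 100% = wells lacking enzyme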
Target sequence (Q8NCG7 whole entry, looked up): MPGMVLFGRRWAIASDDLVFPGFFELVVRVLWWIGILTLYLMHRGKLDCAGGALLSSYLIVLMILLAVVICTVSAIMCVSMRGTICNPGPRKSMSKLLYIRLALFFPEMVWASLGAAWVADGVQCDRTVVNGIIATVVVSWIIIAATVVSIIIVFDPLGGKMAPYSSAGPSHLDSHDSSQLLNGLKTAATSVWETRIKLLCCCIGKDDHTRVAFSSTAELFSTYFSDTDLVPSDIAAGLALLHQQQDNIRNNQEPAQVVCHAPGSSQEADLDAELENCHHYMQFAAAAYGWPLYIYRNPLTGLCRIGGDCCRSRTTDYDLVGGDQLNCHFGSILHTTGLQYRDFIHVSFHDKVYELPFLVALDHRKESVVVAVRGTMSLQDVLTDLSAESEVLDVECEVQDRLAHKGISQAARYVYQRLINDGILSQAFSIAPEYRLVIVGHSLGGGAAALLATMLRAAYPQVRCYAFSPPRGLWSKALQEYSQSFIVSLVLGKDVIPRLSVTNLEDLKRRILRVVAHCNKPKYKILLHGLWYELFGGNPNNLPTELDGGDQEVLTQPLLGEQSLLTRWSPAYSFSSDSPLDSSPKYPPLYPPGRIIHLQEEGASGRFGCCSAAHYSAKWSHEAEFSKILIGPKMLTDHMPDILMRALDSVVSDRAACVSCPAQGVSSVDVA
PKA-R2B activ: activators of human PKA-R2B complex; P22694+P31323; PKA-R2B holoenzyme dissociation, Cy5-IP20 fluorescence polarization; R2B truncated from residue 108, S112A mutant; 0% DMSO only, 100% 113 µM cGMP; activation, % at 11.4 µM; actives 0.079% (n = 340,000);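 active = activation above a cutoff set at the mean over all compounds plus 3 SD, cut at about 18% in these data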;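 also: higher means more holoenzyme dissociation and a rise in polarization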
AddAB inh: less growth of phage-infected E. coli with AddAB; E. coli expressing H. pylori AddAB, absorbance growth; inhibition, % at 11.9 µM; actives 0.29% (n = 330,000); AID 435030; in the data active = inhibition above about 12%;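 also: 0% = vehicle wells of infected cells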
HTR5A inv ctr: inverse agonist of human HTR5A in OPRM1-OPRD1 counter-screen; P47898; AID 504634; inhibition, % at 9.3 µM; HTR5A cell line, luminescence, inverse agonism; actives 0.083% (n = 340,000); in the data active = inhibition mostly above about 23%, no sharp cut-off; inactive = mostly below about 18%;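 also: 0% = cells with DMSO and 100% = no-cell wells with DMSO; some compounds called inactive have numbers as strong as hits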
Target sequence (P47898 whole entry, looked up): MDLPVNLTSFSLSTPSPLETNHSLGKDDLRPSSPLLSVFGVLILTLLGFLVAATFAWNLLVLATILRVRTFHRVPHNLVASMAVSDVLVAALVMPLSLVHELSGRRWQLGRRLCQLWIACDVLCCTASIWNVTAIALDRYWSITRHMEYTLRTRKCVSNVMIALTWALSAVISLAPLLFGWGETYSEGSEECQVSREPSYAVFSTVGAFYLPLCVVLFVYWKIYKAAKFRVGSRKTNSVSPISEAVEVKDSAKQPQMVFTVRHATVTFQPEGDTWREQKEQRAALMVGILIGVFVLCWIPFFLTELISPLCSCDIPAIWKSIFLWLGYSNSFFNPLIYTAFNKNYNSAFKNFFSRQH
PKA-R1A activ: activators of PKA-R1A complex; P00514+P68181; PKA-R1A dissociation, Cy5-IP20 fluorescence polarization; scaled: DMSO 0%, 113 µM cGMP 100%; activation, % at 11.4 µM; actives 0.083% (n = 340,000); AID 504707;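 active = percent activation above the mean of all tested compounds plus 3 SD, cut at about 19% in these data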;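 also: higher means more PKAc released from R1A so a rise in polarization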
Tat export inh: inhibitors of E. coli Tat protein transport | inhibition, % at 10 µM | actives 0.036% (n = 340,000) | E. coli MC4100 TorA-mCherry Tat export, fluorescence | AID 488895;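 active = mean replicate inhibition at least 50% and at least half of replicates individually reaching 50%; inconclusive = only one of the two criteria met; inactive = neither criterion met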;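 also: exported cargo escapes ClpAP degradation while cytoplasmic cargo is degraded and loses fluorescence; 0% = median of neutral control wells and 100% = median of NaSCN control wells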
HTR5A ag: activates human HTR5A in OPRM1-OPRD1 agonist counter-screen; actives 0.61% (n = 340,000); HTR5A agonist assay, luminescence, cell-based; activation, % at 9.3 µM; P47898; AID 504692; in the data active = activation mostly above about 9.5%, no sharp cut-off; inactive = mostly below about 7.6%;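 also: 0% = cells with vehicle only and 100% = reference agonist; strong numbers were not always called active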
phage Ecoli inh: E. coli growth loss with phage present; actives 0.26% (n = 360,000); inhibition, % at 11.9 µM; growth absorbance; in the data active = inhibition above about 11%
Ecoli viability: counter-screen for AddAB inhibitors: E. coli growth inhibition; E. coli V3065 growth, OD600 absorbance, 18 h; inhibition, % at 11.9 µM; actives 0.27% (n = 330,000); AID 449728;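 active = inhibition above the campaign's mean inhibition across all tested compounds plus 3 SD, cut at about 9.9% in these data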;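 also: uninfected addAB+ strain grown without phage in ampicillin broth; 0% = DMSO wells and 100% = ciprofloxacin 0.95 µg/ml wells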
CDK5 inh: blocks human CDK5/p35 kinase activity; Q00535+Q15078; Recombinant CDK5/p35, ADP-Glo luminescence, 60 min; inhibition, % at 10 µM; actives 0.01% (n = 330,000); AID 488839;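 active = highest replicate inhibition of at least 50% and at least 75% of replicates reaching 50%; inconclusive = only one of the two criteria met; inactive = both criteria failed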;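 also: plate controls were DMSO neutral control for no effect and GW8510 at 10 µM for full effect; many of its hits are not listed in these tables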
SUMO Mot1 rescue: blocks SUMOylation pathway, rescuing yeast Mot1-301 growth. S. cerevisiae Mot1-301 growth rescue, ATP luminescence, 38.5C; percent above DMSO median, 100 means doubled. actives 1% (n = 320,000). growth rescue, % at 18.8 µM;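 active = every valid replicate shows activation above 250% relative to neutral control wells; inactive = the rest, any valid replicate at or below 250%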;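 also: OY570 slx delta 5 strain wells were the positive control but not used for scaling; some compounds called inactive have numbers as strong as hits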
* = called active by the depositor; u = inconclusive; x = not tested or not shown; + = active, no number. No enrichment for hits. Share with any hit: about 2.3%.

1) COc1ccc(CC(=O)NNC(=O)c2ccc(Br)s2)cc1OC
2) COc1cc(C(=O)O)nc2ccc([N+](=O)[O-])cc12
3) CC(CNC(=O)C1CCCCC1C(=O)O)c1ccccc1 (stereo unspecified)
4) O=C(CSc1nnc(NC2CCCCC2)s1)Nc1ccc(N2CCOCC2)cc1
5) Cc1ccc(NC(=O)CSc2nc(-c3ccco3)cc(C(F)(F)F)n2)cc1C

assay / entry,1,2,3,4,5
DAGLB inhibitor,2,0,0,4,-6
PKA-R2B activ,1,2,7,-1,-6
AddAB inh,1.6,0.0,2.8,0.1,1.6
HTR5A inv ctr,3,-9,6,4,9
PKA-R1A activ,-4,5,12,-11,-1
Tat export inh,-8,-1,15,-3,0
HTR5A ag,-1,3,-4,-6,-4
phage Ecoli inh,0.2,5.7,1.2,1.2,4.4
Ecoli viability,-1.4,-2.9,3.0,-0.7,0.2
CDK5 inh,-1.2,0.5,1.1,-2.4,-0.4
SUMO Mot1 rescue,-9,155,14,-3,-4

6) COc1cc(-c2cc(C(=O)OCC(=O)NC3CC3)c3ccccc3n2)cc(OC)c1OC
7) Cc1cccc(Nc2ncc3c(n2)CC(C)CC3=O)c1 (stereo unspecified)
8) CCOC(=O)c1csc(NC(=O)c2cc(=O)c3ccccc3o2)n1
9) COc1ccc(N=c2oc3c(OC)cccc3cc2C(=O)NCc2ccco2)c(OC)c1
10) O=C(NC1CCCC1)C(c1ccco1)N(C(=O)c1ccco1)c1ccc(F)cc1 (stereo unspecified)

assay / entry,6,7,8,9,10
DAGLB inhibitor,0,-4,3,4,-3
PKA-R2B activ,5,1,10,6,2
AddAB inh,0.1,1.4,3.7,1.6,1.2
HTR5A inv ctr,5,7,4,6,-11
PKA-R1A activ,-5,-18,-6,-15,-4
Tat export inh,8,7,0,1,-3
HTR5A ag,-1,2,-1,3,-2
phage Ecoli inh,1.9,3.3,4.3,x,4.7
Ecoli viability,2.0,0.2,1.8,0.4,-0.2
CDK5 inh,0.8,-1.5,-1.9,-2.0,-2.3
SUMO Mot1 rescue,5,12,15,-7,-17

11) CCOC(=O)c1[nH]c2ccccc2c1NC(=O)C1CCCC1
12) COc1ccccc1N1CCN(C(=O)N2CCOCC2)CC1
13) CCc1ccc(-n2c(SCC(=O)c3ccc4c(c3)NC(=O)CO4)nc3ccccc3c2=O)cc1
14) O=C(NCc1ccc2c(c1)OCO2)c1cc(-c2ccccc2)c(N2CCOCC2)s1
15) CC(C)Oc1ccc(C(=O)NCCNC(=O)c2ccco2)cc1

assay / entry,11,12,13,14,15
DAGLB inhibitor,-1,-1,1,-5,0
PKA-R2B activ,4,7,-10,-7,-10
AddAB inh,-1.9,-1.1,3.0,1.4,5.9
HTR5A inv ctr,7,-7,7,0,-10
PKA-R1A activ,-12,-4,-6,-12,-8
Tat export inh,6,-4,-2,7,-9
HTR5A ag,-3,3,2,0,-2
phage Ecoli inh,2.2,2.8,1.4,x,3.0
Ecoli viability,1.5,-2.8,2.3,-4.0,4.9
CDK5 inh,0.5,0.7,0.8,-0.4,1.4
SUMO Mot1 rescue,-9,-4,x,-7,156

16) CC1CCN(CC(=O)Nc2ccc(S(=O)(=O)N3CCCC(C)C3)cc2)CC1 (stereo unspecified)
17) CN(Cc1ccccc1)C(=O)c1[nH]cnc1C(=O)NC1CCN(C(=O)OC(C)(C)C)CC1
18) CC(=O)Nc1ccc(S(=O)(=O)N2CCN(C(C)CCc3ccccc3)CC2)cc1 (stereo unspecified)
19) CN(C)CCN(Cc1ccccc1)S(=O)(=O)c1csc(C(N)=O)c1
20) CCOc1ccccc1/C=c1\sc2ncnn2c1=O

assay / entry,16,17,18,19,20
DAGLB inhibitor,-3,1,0,-1,2
PKA-R2B activ,9,-3,2,-9,-4
AddAB inh,x,1.6,-0.7,0.3,3.0
HTR5A inv ctr,-3,3,-16,5,-2
PKA-R1A activ,-3,-1,-7,-1,-3
Tat export inh,-2,0,3,-4,5
HTR5A ag,1,-1,6,-3,1
phage Ecoli inh,3.3,1.1,1.7,1.1,0.6
Ecoli viability,x,1.2,-1.1,1.9,0.2
CDK5 inh,-1.7,1.4,-0.3,-0.3,2.0
SUMO Mot1 rescue,-8,-6,26,-21,2

Part of the list above, with values under each structure.
Order of values – DAGLB inhibitor	PKA-R2B activ	AddAB inh	HTR5A inv ctr	PKA-R1A activ	Tat export inh	HTR5A ag	phage Ecoli inh	Ecoli viability	CDK5 inh	SUMO Mot1 rescue
18	CC(=O)Nc1ccc(S(=O)(=O)N2CCN(C(C)CCc3ccccc3)CC2)cc1 (stereo unspecified)
  0	2	-0.7	-16	-7	3	6	1.7	-1.1	-0.3	26
19	CN(C)CCN(Cc1ccccc1)S(=O)(=O)c1csc(C(N)=O)c1
  -1	-9	0.3	5	-1	-4	-3	1.1	1.9	-0.3	-21
20	CCOc1ccccc1/C=c1\sc2ncnn2c1=O
  2	-4	3.0	-2	-3	5	1	0.6	0.2	2.0	2

Next part.
21) CCC(Sc1nc2ccsc2c(=O)n1Cc1ccc(C(=O)O)cc1)C(=O)Nc1ccc(C)c(Cl)c1 (stereo unspecified)
22) COc1ccc(S(=O)(=O)N2CC(C)OC(C)C2)cc1C(=O)N1CCCCC1 (stereo unspecified)
23) Oc1c(Br)cc(C2N=C(c3ccccc3)NO2)cc1Br (stereo unspecified)
24) Cc1ccc2c(c1)-c1c(ssc1=S)C(C)(C)N2C(=O)c1ccco1
25) CN1CCN(C(=O)c2cc(=O)c3cc(Cl)ccc3o2)CC1

assay / entry,21,22,23,24,25
DAGLB inhibitor,-3,3,7,19,-1
PKA-R2B activ,1,1,10,-9,-3
AddAB inh,3.0,1.4,-1.3,0.6,-1.4
HTR5A inv ctr,0,9,-10,6,3
PKA-R1A activ,0,-9,-6,-1,-4
Tat export inh,3,3,u,14,6
HTR5A ag,2,0,-1,-3,-1
phage Ecoli inh,1.7,1.7,3.6,4.3,-0.3
Ecoli viability,-4.3,3.1,0.5,-2.2,1.3
CDK5 inh,0.5,-0.8,0.5,1.4,0.1
SUMO Mot1 rescue,-2,6,5,-22,-5

26) CCOC(=O)/C(N=Nc1sc(C(=O)OC)c(C)c1C(=O)OCC)=C(\O)CCl
27) O=C(O)C(Cc1ccccc1[N+](=O)[O-])N1C(=O)c2ccccc2C1=O (stereo unspecified)
28) CCc1ccc(N(C(=O)CCC(=O)Nc2cc(C)on2)C(C(=O)NC(C)(C)C)c2ccc(OC)cc2)cc1 (stereo unspecified)
29) CCn1cc(CNC(=O)c2cc(-c3ccccc3OC)nc3ccccc23)c(C)n1
30) O=C(COC(=O)CCSc1ccc(Cl)cc1)NCCc1ccccc1

assay / entry,26,27,28,29,30
DAGLB inhibitor,-2,0,-2,-1,-3
PKA-R2B activ,0,-6,9,-6,-4
AddAB inh,4.3,x,1.1,0.1,0.7
HTR5A inv ctr,-4,3,-4,-19,4
PKA-R1A activ,9,4,3,-12,0
Tat export inh,1,4,10,0,1
HTR5A ag,1,-1,4,4,6
phage Ecoli inh,0.3,3.2,-0.4,3.9,2.9
Ecoli viability,-0.7,x,-0.9,-2.5,0.6
CDK5 inh,1.9,-0.2,-6.8,-0.4,2.2
SUMO Mot1 rescue,-10,x,-22,-15,-7

31) Cc1ccc(S(=O)(=O)N(C)CC(O)Cn2c3ccccc3c3ccccc32)cc1 (stereo unspecified)
32) CCS(=O)(=O)c1ccc2oc(Nc3cc(C)cc(C)c3)nc2c1
33) COc1cc(CC(NC(C)=O)C(=O)NC2CCN(C(=O)c3cc(OC)c(OC)c(OC)c3)CC2)cc(OC)c1 (stereo unspecified)
34) CCN1CCN(C(=O)C2CCN(Cc3nc(-c4cccc(Cl)c4)oc3C)CC2)CC1
35) COc1cc(/C=C(/C#N)C(=O)NCCCc2ccccc2)ccc1OCC(=O)O

assay / entry,31,32,33,34,35
DAGLB inhibitor,-1,-1,-2,0,0
PKA-R2B activ,-13,-9,-5,6,5
AddAB inh,5.5,0.1,3.8,5.1,2.1
HTR5A inv ctr,5,-12,-5,-4,-19
PKA-R1A activ,-2,-12,-7,-13,-9
Tat export inh,4,-3,-7,-15,12
HTR5A ag,1,1,2,1,-4
phage Ecoli inh,4.3,2.8,2.1,1.2,2.2
Ecoli viability,-0.3,0.8,2.1,-1.6,-0.3
CDK5 inh,1.3,0.9,0.6,0.0,2.1
SUMO Mot1 rescue,10,27,8,293,-10

36) CC1CCCN(Cc2cccc(Oc3ccccc3)c2)C1 (stereo unspecified)
37) COc1ccc(OC)c(/C=N/N2CCN(c3ccc(Cl)cc3)CC2)c1
38) COc1ccc(-n2nc(C(=O)NCC(=O)N3CCCC3)c3ccccc3c2=O)c(OC)c1
39) CCOc1ccc(OCCC(=O)OCC(=O)Nc2cc(S(=O)(=O)N3CCOCC3)ccc2C)cc1
40) Oc1ccccc1N=N/C(=N/Nc1ccccc1O)c1ccccc1

assay / entry,36,37,38,39,40
DAGLB inhibitor,-3,2,-3,3,1
PKA-R2B activ,-11,-5,6,4,0
AddAB inh,0.2,1.3,3.4,-0.2,4.0
HTR5A inv ctr,19,5,-32,-1,17
PKA-R1A activ,-7,-1,3,-9,-6
Tat export inh,-10,10,-4,1,1
HTR5A ag,-1,-1,12,-5,2
phage Ecoli inh,0.1,-0.4,-1.8,4.3,1.4
Ecoli viability,0.4,1.2,0.5,-2.1,1.2
CDK5 inh,0.1,-1.5,0.6,0.7,-0.3
SUMO Mot1 rescue,54,18,+,2,6

41) Cc1ccccc1C(=O)Nc1cccc(NC(=S)NC(=O)c2cccs2)c1
42) COC(=O)c1ccccc1NC(=O)C1CCCN(S(=O)(=O)c2ccccc2)C1 (stereo unspecified)
43) Cc1cc(NC(=O)c2c([N+](=O)[O-])cnn2C)no1
44) CCCNc1c(NS(=O)(=O)c2ccc(C)c(C)c2)c(=O)oc2ccccc12
45) O=C1CC(NC(=O)C(F)(F)F)=NN1c1ccccc1

assay / entry,41,42,43,44,45
DAGLB inhibitor,-5,-5,-1,-4,12
PKA-R2B activ,-2,2,4,-3,-3
AddAB inh,4.3,-0.3,-0.8,1.7,3.7
HTR5A inv ctr,13,-14,-8,-17,-4
PKA-R1A activ,3,-4,-7,-6,9
Tat export inh,-9,-3,4,-5,-8
HTR5A ag,-1,0,-3,1,2
phage Ecoli inh,1.5,1.6,1.3,2.0,2.9
Ecoli viability,3.7,-1.7,-1.0,1.0,1.4
CDK5 inh,1.2,-0.5,0.3,0.0,-2.1
SUMO Mot1 rescue,9,-8,-7,x,1
